# High-throughput results deposited in PubChem BioAssay by University of Kansas High Throughput Screening Laboratory.
# Pf apPOL block: Pf-apPOL DNA polymerase inhibition | inhibition, % at 10 µM | Recombinant Pf-apPOL, molecular beacon fluorescence, 1.5 h | 210,000 compounds, 0.25% hits
# mHTT-CaM PPI inh: inhibitors of human mutant huntingtin-calmodulin interaction; AID 1671202; P42858; AlphaScreen His-mHTT/GST-CaM binding, luminescence; 190,000 compounds, 3.6% hits; inhibition, % at 15 µM;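 note: 0% = both proteins with DMSO and 100% = one protein alone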
# Numbers without * were called inactive; i = inactive; . = no result given; & = joins results of further samples. Cut-off read from the data, not from the text of the source: active = inhibition above about 50%; inactive = the rest.
SMILES,Pf apPOL block,mHTT-CaM PPI inh
Cc1ccc(CN2CC(=O)N(Cc3cccnc3)C(c3cccs3)C2=O)cc1 (centres undefined),-4,-4
CC1C(=O)N(c2ccc3c(c2)OCO3)CCN1C(=O)c1ccc(Cl)cc1Cl (centres undefined),-4,4
COc1cccc(C2C(C(N)=O)=C(C)Nc3nc(SCc4ccccc4F)nn32)c1 (centres undefined),0,1
COc1ccc(C2=N/C(=C\c3ccc(C)o3)C(=O)O2)cc1[N+](=O)[O-],-1,5
COc1ccc(NC(=O)N2CCc3nc[nH]c3C2)cc1OC,1,4
CN1C(=O)CCC2(CNC(=O)c3ccc(C#N)cc3)CCCC12 (centres undefined),0,-4
O=C(O)c1cccc(Nc2c([N+](=O)[O-])c(=O)oc3ccccc23)c1,-5,26
CCCCC(=O)NCCN1CCN(S(C)(=O)=O)CC1,0,-16
O=[N+]([O-])c1ccc(S(=O)(=O)NC2CCS(=O)(=O)C2)cc1 (centres undefined),3&-9,-7&-2
Cc1oc2ccc(OCc3cccc(F)c3)cc2c1C(=O)O,56*,10
COc1cc(SC)ccc1C(=O)Nc1cccnc1,-4,2
O=C(NCCC1=CCCCC1)C(=O)NCC1CCCO1 (centres undefined),-4,-9
CCC(NC(=O)c1ccc(F)cc1)c1ccccc1 (centres undefined),-2,-12
Cc1cccc(NC(=O)c2ccccc2)c1,-10,-4
CC(=O)N1CCc2cc(S(=O)(=O)N3CCN(c4ccccn4)CC3)ccc21,4,3
O=C(c1c[nH]c2ncccc12)N1CCCCCC1,25,2
O=S1(=O)c2c(cccc2N2CCC[C@@H]2CO)OCCCN1C1CC1,2,0
COC(=O)CCN1C(=O)c2ccccc2C1=O,1,-2
CC(C)C(OC(=O)c1ccccc1)c1nccc2ccccc12 (centres undefined),8,.
COc1ccc(S(=O)(=O)NCc2ccncc2)cc1Br,0&18,-6&-2
Cc1nc2c(c(=O)n1CC(=O)NCc1ccco1)CCN(Cc1ccccc1)C2,-5,21
O=C(Nc1ccccc1[N+](=O)[O-])c1ccc(N2C(=O)CCC2=O)cc1,-15,11
CCc1ccccc1NC(=O)c1cccnc1-c1ccsc1,0,2
O=C(CNc1ccccc1-c1nc2ccccc2[nH]c1=O)NC1CCCCC1,-10,10
Cc1ccccc1C1C2=C(CC(c3ccccc3)CC2=O)Nc2ncnn21 (centres undefined),-4,-11

# (continued)
SMILES,Pf apPOL block,mHTT-CaM PPI inh
N#CSC(C#N)Cc1ccccc1 (centres undefined),-7,42
O=C(NCc1cccnc1)c1ccc(C#Cc2ccccc2)cc1,-5,18
CC(C)(C)Sc1cccc2ccccc12,.,-5
CCOc1ccccc1C(=O)Nc1nnc(CCc2ccccc2)s1,-2,0
CC(C)(C)C(=O)Nc1nc(CC(=O)NCc2c(F)cccc2F)cs1,-10,-17
O=C(NC1CC1)c1ccc(OCC2CCCN2C(=O)c2cccc(Br)c2)cc1 (centres undefined),2,2
CC(=O)N(C)c1ccc(NC(=O)c2ccc(C(=O)Nc3ccc(N(C)C(C)=O)cc3)cc2)cc1,-12,-5
O=C(Cc1ccccc1)N1CCc2c(nc(-c3ccccc3)[nH]c2=O)C1,-3,-1
CC1CCC2(CC1)OCC(C(=O)NC1CCCCC1)N2C(=O)c1ccccc1F (centres undefined),1,-8
O=C(C1CCC1)N1CCC(c2noc(-c3ccccc3)n2)CC1,-9,-12
CS(=O)(=O)N(CC(=O)N1CCCCCC1)c1cccc(Cl)c1Cl,-11,-4
COc1cccc(C(=O)N2CCCC(OCc3nc(C)no3)C2)c1 (centres undefined),-2,-8
CC(C)C(=O)Nc1ccc(N2CCCN(Cc3cccc(F)c3)C2=O)cc1,-3,1
CCOc1ccc(Cl)cc1/C=C(\C#N)c1nc2ccc(C)cc2[nH]1,7,-17
CCOc1cc(/C=C2\C(=O)NC(=O)N(c3ccc(C)cc3)C2=O)ccc1O,1,1
CCOc1ccc(S(=O)(=O)Nc2nc3c(C)cccc3s2)c2cccnc12,-1,5
C/C=C/S(=O)(=O)c1cccc([N+](=O)[O-])c1,-4,2
COc1cc(C(=O)Oc2ccc3c(c2)OC(=Cc2cccs2)C3=O)cc(OC)c1OC,-4,0
CC(=NS(=O)(=O)c1ccc(C)cc1)N1CCCCC1,-5,-3
C=CCNC(=O)C(=O)Nc1cccc(C)c1,9,-5
O=C(COc1ccccc1)Nc1ncc(Cc2cc(Cl)ccc2Cl)s1,3,-2
Cc1ccc(C(=O)N2CCC(CCNC(=O)C3CC3)CC2)cc1,-3,-5
CSc1ccc(NC(=O)N2CCN(C3=CC4=NCC(C)N4C=N3)CC2)cc1 (centres undefined),-5,7
O=C(c1nn2c(c1Cl)NC(c1cccs1)CC2C(F)(F)F)N1CCCC1 (centres undefined),-6,12
CN(C)c1ccc(-c2nc(C(Cl)(Cl)Cl)nc(C(Cl)(Cl)Cl)n2)cc1,-5,20

# The results go on.
SMILES,Pf apPOL block,mHTT-CaM PPI inh
O=C1CN(C(=O)c2ccccc2C(F)(F)F)C(c2ccccc2)c2cc(Cl)ccc2N1 (centres undefined),-3,38
c1cc2c(cc1-c1noc(C3CC3)n1)ncn2CCN1CCCC1,4,6
O=C(Nc1c(-c2ccccc2)nc2ncccn12)c1ccc(Cl)cc1,0,38
N#CC1=C(N)OC2=C(C(=O)CC(c3ccccc3)C2)C1c1ccc(F)cc1F (centres undefined),-2,26
Cc1ccc(NC(=O)C2CCCN(C(=O)c3cccc(Cl)c3)C2)cc1 (centres undefined),-1,31
Cc1cc(Br)ccc1N1C(=O)Nc2cc(Cl)c(Cl)cc2N1O,-8,-1
CC(C)c1cc(C2CCCN2C(=O)NCc2ccc(F)cc2)no1 (centres undefined),0,1
Cc1cc(OCC(=O)Nc2ccc(C)c(Cl)c2)nc(N2CCCCC2)n1,-1,-2
O=C1NC(c2ccccc2Cl)C(=C(O)c2ccc(Br)cc2)C1=O (centres undefined),-9,0
CC(C)CC(=O)N1CCc2nc[nH]c2C1,-5,9
CN(C)c1cc(C(=O)NC2CC2)c2cc(F)ccc2n1,-2,-2
Cc1nc2sc(-c3ccccc3)cc2c(=O)n1CC(N)=O,-1,0
CC(=O)NC(=O)c1cc2cc(Cl)ccc2oc1=Nc1cccc(C)c1,0,1
COc1ccccc1N1CCN(C(=O)c2nc(C(C)C)oc2C)CC1,-2,9
CCOC(=O)NCc1ccc(N(C)C)cc1,-1,7
O=C(Nc1ccc(N2C(=O)C3CC=CCC3C2=O)cc1Cl)c1ccccc1 (centres undefined),-2,5
c1csc(C2NCCc3sccc32)c1 (centres undefined),.,4
Cc1ccc(S(=O)(=O)O/N=C/c2ccc(Br)cc2)cc1,.,i
Cc1nc(N2CCC(C)CC2)c2c(C)c(C(=O)NCc3ccc(F)cc3)sc2n1,-1,9
Cc1cccc(OCc2nc(-c3ccc(N4CCCCCC4)nc3)no2)c1,-5,7
COc1cccc(-c2nc(C3CCN(S(=O)(=O)c4cccc(F)c4F)CC3)no2)c1,-1,-9
O=C(NCCCn1ccnc1)C(=O)NCc1ccc(F)cc1,-6,70*
O=S1(=O)N=C(Nc2ccccc2O)c2ccccc21,-5,0
O=C1NC2(CCN(Cc3ccc(Cl)cc3)CC2)N=C1c1cccc(F)c1,4,9
COc1ccc(Cl)cc1-c1nc(C=Nc2cc(C)ccn2)c(O)o1,4,6

# Three entries drawn at random from the list so far:
SMILES,Pf apPOL block,mHTT-CaM PPI inh
COc1ccc(Cl)cc1-c1nc(C=Nc2cc(C)ccn2)c(O)o1,4,6
O=C(Nc1c(-c2ccccc2)nc2ncccn12)c1ccc(Cl)cc1,0,38
CC(C)CC(=O)N1CCc2nc[nH]c2C1,-5,9

# Additional entries follow:
SMILES,Pf apPOL block,mHTT-CaM PPI inh
CCN(CC)c1ccc2cc(C(N)=O)c(=Nc3ccccc3C)oc2c1,2,54*
O=C(c1ccccc1Br)N1CCC(c2nnc(-c3ccc(F)cc3)o2)CC1,-3,-8
COc1c(Cl)c(Cl)nc(Cl)c1C(=O)O,-1,2
CCOc1ccc(/C=C2\N=C(c3cccc(Cl)c3)OC2=O)cc1,6,-4
O=[N+]([O-])c1cccc(-c2nc(-c3ccc(Br)cc3)no2)c1,4,4
Cc1ccccc1-c1nc2s/c(=C\c3ccccc3F)c(=O)n2n1,5,1
O=C(Nc1ccc(Cl)cc1)N(Cc1cccnc1)Cc1ccco1,-11,5
CC(C)NC(=O)c1ccc(OCC2CCCN2C(=O)c2ccc(F)c(Cl)c2)cc1 (centres undefined),0,12
CC1CCN(S(=O)(=O)c2ccc(NC(=O)COc3ccc([N+](=O)[O-])cc3)cc2)CC1,-8,7
CCc1c(O)nc(SCC(=O)Nc2ccc(N(CC)CC)cc2C)n(-c2ccccc2)c1=O,2,6
Cc1ccnc(NC(=O)C(C)(C)Oc2ccc(Cl)cc2)c1,-1,-28
Cc1nnc(NC(=O)Cc2csc(SCC(=O)c3ccc(F)cc3)n2)s1,7,3
O=[N+]([O-])c1ccc(N2CCOCC2)cc1NCc1cccnc1,0,-1
O=[N+]([O-])c1ccccc1S(=O)(=O)Nc1cccc2cccnc12,-4&-20,99*
Cn1c(=O)c2c(nc(Oc3ccc(Cl)cc3)n2Cc2ccc(F)cc2)n(C)c1=O,-2,1
O=C(Cn1cnc2ccccc2c1=O)N1CCCC(c2nnc(-c3ccccc3F)s2)C1 (centres undefined),-18,-10
COc1ccc(Oc2c(C)oc3cc(OC(=O)C4CC4)ccc3c2=O)cc1,-6,3
N#CC1(C(=O)NCCC2=CCCCC2)CC1,-6,-4
Cc1cc(C)c(C)c(OCc2nc(C(=O)N3CCCC3)cs2)c1,2,0
O=C(NCc1cccnc1)c1cc2n(n1)C(C(F)(F)F)CC(c1ccc3c(c1)OCO3)N2 (centres undefined),-5,8
COc1cccc(-c2nnc(NC(=O)c3ccc(S(=O)(=O)N4CCCC4)cc3)o2)c1,18,8
CC1Cc2ccccc2N1C(=O)c1ccc2nc(N3C(=O)CCC3=O)sc2c1 (centres undefined),-5,52*
CN(C)c1ccc(NS(=O)(=O)c2ccccc2[N+](=O)[O-])cc1,-18,39
COc1cccc2cc(C(=O)Nc3cccc(F)c3)c(=O)oc12,-4,0
O=C(Nc1cccc(Cl)c1Cl)c1c(O)c2ccccc2[nH]c1=O,-2,0

# Continuation.
SMILES,Pf apPOL block,mHTT-CaM PPI inh
N#CCCNS(=O)(=O)c1ccc(Cl)c(N)c1,-9,.
COc1cc(C(N)=O)ccn1,-10,.
COc1ccc(N2C(=O)NC3CC2(C)Oc2c(OC)cccc23)c(OC)c1 (centres undefined),0,-8
C=CCNC(=S)NNC(=O)C(CCC(C)C)CC(C)(C)O (centres undefined),.,-12
CCOc1ccccc1CNC(=O)c1cc2n(n1)CCCN(Cc1ccccc1)C2=O,0,5
O=[N+]([O-])c1ccc(-c2ncnn2-c2ccc(Br)cc2F)cc1,-2,-2
O=C(Cn1c(=O)[nH]c2c(-c3ccccc3F)c[nH]c2c1=O)NCc1cccs1,4,-5
CC(=O)NC1=NN(C(C)=O)C(C)(c2ccc(F)cc2)S1 (centres undefined),5,0
COc1ccc(Br)c(OC)c1C(=O)O,-5&2,.
CCC(=O)N1CCN(c2nc3c(s2)CC(C(=O)NC2CC2)CC3)CC1 (centres undefined),-2,8
CCN(CC)C(=O)Oc1ccc2c(c1)OC(=Cc1ccc(C(=O)OC)cc1)C2=O,-3,1
Cc1cc(OCC(=O)Nc2ccc(Cl)cc2)nc(N2CCCCC2)n1,0,-1
O=C1OC(c2ccc(O)cc2)(c2ccc(O)cc2)c2ccccc21,1,2
O=C1C2C(C(=O)N1c1ccccc1)N1CCCN1C2c1ccccc1 (centres undefined),9,0
COc1cccc(CNC(=O)C2CCN(S(=O)(=O)c3ccc(Br)s3)CC2)c1,1,-10
O=C1CCc2cc(-c3csc(N=CNO)n3)ccc2N1,2,.
CC(C)c1ccc(N2CC(C(=O)N3CCCCC3C)CC2=O)cc1 (centres undefined),-1,-1
O=C(c1ccc(OCC2CCN(C(=O)c3cccs3)CC2)cc1)N1CCCCC1,-2,5
CCCC12CN3CC(CCC)(CN(C1)C3c1ccccc1O)C2=O (centres undefined),-8,-22
CC1(C)CC(=O)C2=C(C1)c1c(ccc3ncccc13)NC2c1cccs1 (centres undefined),-7,9
COc1ccc(NS(=O)(=O)c2ccc(F)cc2)c([N+](=O)[O-])c1,-8,3
N/C(=N\OC(=O)Oc1ccccc1)c1cccnc1,-2,i
O=C(NCCn1nc(-n2cccn2)ccc1=O)C1(c2ccccc2)CCOCC1,-4,-15
CCOc1ccc(NC(=O)C2CCN(c3nccnc3Oc3cccc(C)c3)CC2)cc1,-7,-6
CC(=O)c1c(F)c(F)c(Oc2ccc(Br)cc2)c(F)c1N1CCOCC1,-4,-21
COc1cc(/C=C2\C(=O)NN(c3ccccc3)C2=O)ccc1OCc1ccccc1C#N,-7,2
O=C(c1ccc2ncc3c(=O)n(-c4ccc(F)cc4)[nH]c3c2c1)N1CCCCC1,2,-6

# Some of the entries so far, with values under each structure:
# Sequence of screens – Pf apPOL block, mHTT-CaM PPI inh
- CN(C)c1ccc(NS(=O)(=O)c2ccccc2[N+](=O)[O-])cc1
  -18, 39
- COc1cccc2cc(C(=O)Nc3cccc(F)c3)c(=O)oc12
  -4, 0
- O=C(Nc1cccc(Cl)c1Cl)c1c(O)c2ccccc2[nH]c1=O
  -2, 0

# Some values from above:
# CCOc1ccc(NC(=O)C2CCN(c3nccnc3Oc3cccc(C)c3)CC2)cc1 in mHTT-CaM PPI inh reads -6
# CC(=O)c1c(F)c(F)c(Oc2ccc(Br)cc2)c(F)c1N1CCOCC1 in mHTT-CaM PPI inh reads -21
# O=C(NCCn1nc(-n2cccn2)ccc1=O)C1(c2ccccc2)CCOCC1 in mHTT-CaM PPI inh reads -15

# Copied from the listing for reference:
SMILES,Pf apPOL block,mHTT-CaM PPI inh
CC(=O)c1c(F)c(F)c(Oc2ccc(Br)cc2)c(F)c1N1CCOCC1,-4,-21
COc1cc(/C=C2\C(=O)NN(c3ccccc3)C2=O)ccc1OCc1ccccc1C#N,-7,2
O=C(c1ccc2ncc3c(=O)n(-c4ccc(F)cc4)[nH]c3c2c1)N1CCCCC1,2,-6
